AmpC inh no detg = blocks E. coli AmpC beta-lactamase in detergent-free assay | P00811 | AmpC nitrocefin hydrolysis, absorbance 480 nm, 0.0001% Triton | Potency, µM (titrated, usually from 57.1 µM), without a hit: top-dose activity change, negative = inhibition, hits mostly inhibitors | hit rate 0.52% among 330,000;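 further: potency means the concentration at half of the fitted maximal effect; plate controls were no compound for no effect and no enzyme for full effect; nearly all actives have a fitted effect of over 20% in size; some results filed as inactive show a strong effect at the top dose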
Target sequence (P00811 whole entry, looked up): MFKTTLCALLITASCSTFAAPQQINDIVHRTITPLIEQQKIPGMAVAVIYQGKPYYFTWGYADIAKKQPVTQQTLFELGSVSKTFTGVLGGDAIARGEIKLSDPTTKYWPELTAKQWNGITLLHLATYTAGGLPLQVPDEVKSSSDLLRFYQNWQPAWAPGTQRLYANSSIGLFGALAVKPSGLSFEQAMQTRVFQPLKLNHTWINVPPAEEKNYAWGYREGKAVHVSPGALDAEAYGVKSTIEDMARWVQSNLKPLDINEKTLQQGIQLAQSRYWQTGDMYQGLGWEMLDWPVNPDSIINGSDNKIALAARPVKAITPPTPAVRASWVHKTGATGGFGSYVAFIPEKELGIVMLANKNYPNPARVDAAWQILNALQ
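20 mM phosphate pH 7.0 + 0.01% (detergent screen) or 0.0001% Triton X-100; 5.3 nM AmpC reagent; cpd preinc 15 min RT; nitrocefin (800 uM stock) to start; A480 q20 s × 4 min; Activity was normalised to no-enzyme and no-compound control wells.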
HCV inhibitor = blocks hepatitis C virus; Potency, µM (highest dose often 41.8 µM), for the others: at the top dose activity change, negative = inhibition, hits mostly inhibitors; Huh7.5.1 HCVcc-Cre infection, luciferase reporter, 44 h; AID 651820; hit rate 3.4% among 340,000; further: potency means the concentration at half of the fitted maximal effect
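Cells seeded at 1,000/well and cultured 4 h, then compounds added followed by HCVcc-Cre virus (~0.5 moi). After 44 h further culture, luciferase substrate was added, plates held 15 min at room temperature, and luminescence read for 15 sec.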
Tb PYK inh = T. brucei pyruvate kinase inhibition | TbPYK enzyme, Kinase-Glo Plus ATP luminescence, 45 min | Potency, µM (doses to about 76.8 µM), inactives show at the highest dose activity, negative = inhibition, usual class: inhibitors | hit rate 0.12% among 410,000; further: potency means the concentration at half of the fitted maximal effect; nearly all actives have a fitted effect of over 50% in size
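Luminescence from Kinase-Glo Plus, added after a 45-minute room-temperature reaction, served as the end-point read-out. The enzyme and substrate were preincubated with compound before ADP (130 uM final) initiated turnover. Concentration-effect curves came from normalized qHTS data.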
LmPK inhibitor = blocks Leishmania mexicana pyruvate kinase activity; purified LmPK, Kinase-Glo ATP luminescence, 1 h; Potency, µM (highest dose often 57.5 µM), without a hit: at the highest dose activity change, negative = inhibition, most hits filed as inhibitors; hit rate 0.37% among 290,000; AID 1721; further: potency means the concentration at half of the fitted maximal effect
Target sequence (Q27686 whole entry, looked up): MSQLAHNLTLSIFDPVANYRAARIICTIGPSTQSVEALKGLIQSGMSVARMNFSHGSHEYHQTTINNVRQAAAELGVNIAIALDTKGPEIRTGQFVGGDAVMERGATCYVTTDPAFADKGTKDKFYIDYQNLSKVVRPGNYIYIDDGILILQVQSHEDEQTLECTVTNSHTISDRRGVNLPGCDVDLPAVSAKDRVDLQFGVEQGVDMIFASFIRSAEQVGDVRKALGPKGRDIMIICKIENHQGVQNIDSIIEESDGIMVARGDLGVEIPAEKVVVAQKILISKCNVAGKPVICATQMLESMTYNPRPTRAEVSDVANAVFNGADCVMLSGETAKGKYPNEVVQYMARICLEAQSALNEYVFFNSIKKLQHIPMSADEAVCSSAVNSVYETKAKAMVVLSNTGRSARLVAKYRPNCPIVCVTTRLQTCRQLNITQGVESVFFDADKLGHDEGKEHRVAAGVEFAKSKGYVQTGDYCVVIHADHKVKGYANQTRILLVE
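Purified LmPK (0.1 nM) converted ADP (0.1 mM) to ATP with PEP (0.5 mM) in imidazole buffer pH 7.2 with KCl and MgCl2, 1 h at room temperature. ATP was read by Kinase-Glo luminescence; data normalized to uninhibited and no-enzyme controls.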
AMA1 RON2 block = inhibitors of Plasmodium falciparum AMA1-RON2 interaction; AlphaScreen AMA1-biotinylated RON2 peptide binding; Potency, µM (titrated, usually from 58.2 µM), for inactives: at the highest dose activity change, negative = inhibition, hits mostly inhibitors; hit rate 0.2% among 360,000; AID 720542;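 further: potency means the concentration at half of the fitted maximal effect; 0% = vehicle wells and -100% = peptide control; nearly all actives have a fitted effect of over 45% in size; some results filed as inactive show a strong effect at the top dose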
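AMA1 (3D7) with his tag at 25 nM final met compounds first, then biotinylated RON2 peptide at 25 nM; detection used donor plus acceptor beads, 10 µg/mL apiece, read by AlphaScreen after 30 min at room temperature.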
HCMV antiviral = human cytomegalovirus inhibition; hit rate 4.5% among 410,000; activity change, negative = inhibition, % at 57.5 µM; HFF cells, HCMV-luciferase reporter, 72 h; stronger effect = lower value; in the data active means activity change below about -60%; inconclusive means no clear call, values can overlap the other calls; inactive means above about -39%
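Human foreskin fibroblasts infected with luciferase-reporter HCMV at MOI 1 PFU/cell, compounds at two doses. Luciferase measured 72 h post infection; normalized to buffer-only basal and Salinomycin (10uM) controls.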
AmpC detergent = blocks E. coli AmpC beta-lactamase in detergent assay; AmpC hydrolysis of nitrocefin, absorbance 480 nm, 0.01% Triton; P00811; Potency, µM (top dose mostly 114 µM), for the others: at the top dose activity change, negative = inhibition, most hits filed as inhibitors; hit rate 0.041% among 370,000;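 further: potency means the concentration at half of the fitted maximal effect; 0% = no-compound wells and -100% = no-enzyme wells; nearly all actives have a fitted effect of over 25% in size; some results filed as inactive show a strong effect at the top dose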
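20 mM phosphate pH 7.0 + 0.01% (detergent screen) or 0.0001% Triton X-100; 5.3 nM AmpC reagent; cpd preinc 15 min RT; nitrocefin (800 uM stock) to start; A480 q20 s × 4 min; Activity was normalised to no-enzyme and no-compound control wells.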
Numbers without * were called inactive; u = inconclusive; x = not tested or not shown; & = joins results of further samples; [ ] = dose if it differs, or a comment. Unless noted, the call rests on the fitted dose curve; in most records, active means well fitted curve in the direction sought with a large enough effect; inconclusive means small, poorly fitted or top-dose-only effect, or another doubt; inactive means no such curve, though single readings can be large; an effect the other way counts as inactive or inconclusive. Unless noted, on the % scale 0 is the no-effect control and ±100 the full control effect.

Below each SMILES: AmpC inh no detg, HCV inhibitor, Tb PYK inh, LmPK inhibitor, AMA1 RON2 block, HCMV antiviral, AmpC detergent
> CCOC(=O)N1CCC(NC(=O)C2CCCN(S(=O)(=O)c3cccnc3)C2)CC1 (stereo not drawn)
  -16.0%, -11.8%, 2.9%, 0.4%, 6.0%, 17.7, -6.0%
> O=C(CN1C(=O)COCC1=O)N1CCOCC1
  -6.0%, 13.0%, -2.6%, 3.6%, 4.4%, 2.8, -3.3%
> CCc1ccccc1NC(=O)CCCN1C(=O)c2cccnc2C1=O
  -12.5%, 28.1%, 2.1%, 7.0%, 34.9%[activator], -16.3, -14.1%
> CC(C)NC(=O)C1(C)CCN1Cc1cccc(Cl)c1 (stereo not drawn)
  x, x, 2.5%, x, -9.1%, -9.8, x
> CCCCn1c(N)c(N(CCOC)C(=O)c2cccc(S(=O)(=O)N(C)c3ccccc3)c2)c(=O)[nH]c1=O
  22.3%, 16.2%, -1.5%, x, 0.3%, -4.4, 0.0%
> CCOc1ccc2c(c1)nc(C)n2C
  -0.9%, 7.8%, 2.3%, -4.1%, -5.0%, 32.0, -1.9%
> O=C(CCNC(=O)c1ccc(Br)cc1)NNC(=O)c1ccccc1O
  -21.7%, u, 4.6%, x, 36.8%[activator], -24.0, u
> COc1cc(C(=O)OCCN2CCOCC2)ccc1O
  -8.9%, 11.4%, 1.2%, 1.3%, 5.5%, 9.4, -0.9%
> OC1(c2cccc(C(F)(F)F)c2)CCN(Cc2nnnn2Cc2ccccc2)CC1
  174.0%[activator], 5.5%, 1.8%, 1.4%, -23.1%, -20.2, -1.5%
> O=C(NN1CCOCC1)c1cc(-c2ccc(Br)cc2)nc2ccccc12
  -21.4%, 11.5%, 2.6%, -0.4%, 5.2%, -60.2*, -6.0%
> COCC1CCN(Cc2cn[nH]c2-c2ccc(OC)c(F)c2)C1 (stereo not drawn)
  22.3%, -4.9%, 2.3%, 0.2%, 1.5%, 12.0, -0.3%
> CCN(CC)S(=O)(=O)c1ccc2nc(NC(=O)c3cccnc3)sc2c1
  x, x, 0.5%, x, x, 8.4, -3.3%
> CCC(=O)Nc1ccc(Br)cn1
  -25.8%, 9.5%, 4.1%, 9.4%, -6.1%, 12.2, 6.2%
> CN(C)CCCNc1nc2cc(-c3ccsc3)sc2c(=O)n1C
  x, x, -3.6%, x, -5.3%, -13.9, x
> COCC1=C(C(=O)OC)C(c2ccco2)n2ncnc2N1 (stereo not drawn)
  -15.1%, 8.0%, -13.3%, 0.5%, -23.8%, 41.5, -6.2%
> O=C(NC1CCCCC1)C1c2ccccc2OCC(=O)N1CCc1c[nH]c2ccccc12 (stereo not drawn)
  x, x, -3.5%, x, 38.8%[activator], -16.5, x
> CC(OC(=O)c1cccs1)C(=O)NCCc1ccccc1 (stereo not drawn)
  -12.2%, 11.7%, -2.1%, 0.1%, 6.7%, 16.3, u
> CC1CCN(C(=O)CCc2nc3cc(S(=O)(=O)N(C)C)ccc3n2C)CC1
  39.3%, -12.8%, -0.5%, 4.0%, -3.2%, -2.5, -0.3%
> O=C1NC[C@H](CCCCN2CCN(CC3CCCCC3)C(=O)C2=O)N(Cc2ccccc2)C1=O
  x, x, 3.8%, x, 0.8%, -26.7, x
> O=C(COc1ccccc1)NCc1ccco1
  x, 8.4%, -0.1%, x, 3.6%, u, x
> O=C(CCC1COc2ccccc2O1)NC1CCCCC1 (stereo not drawn)
  0.8%, u, 0.0%, 1.5%, 0.4%, 14.8, u
> Cc1nc(S(=O)(=O)c2cccc(Cl)c2)nc2c1CCC2
  -30.2%, 12.3%, -2.1%, -0.3%, 8.6%, -9.4, u
> COc1cc(OC)c(C(=S)N2CCCC2)cc1OC
  -11.3%, 5.3%, -16.0%, 4.6%, -3.1%, 2.5, u
> Cc1ccccc1C(=O)N(Cc1ccc(N(C)C)cc1)Cc1ccco1
  x, x, -5.4%, x, x, -30.6, 8.2%
> CC1CN(C(=O)CCC(=O)NCCCc2ccccc2)c2ccccc2O1 (stereo not drawn)
  45.3%, -1.1%, -5.7%, -7.2%, 14.3%, -8.3, -4.0%
> O=C(OCC(=O)N1CCCC1)c1cc(Cl)ccc1Cl
  -5.8%, 18.9%, -2.9%, 0.7%, -3.0%, -19.4, -5.5%
> Cc1cc(C)c2nc(-c3ccncc3)cc(C(=O)N3CCN(Cc4ccccc4Cl)CC3)c2c1
  179.2%[activator], -22.4%, -3.5%, 0.8%, -15.5%, 69.4, -4.7%
> CCSCc1nnc(SCC(=O)Nc2nc(C)cs2)n1C
  -4.6%, x, x, 3.6%, x, 2.3, 3.4%
> O=[N+]([O-])c1cc(-c2cnc3ccccc3n2)ccc1Oc1ccc(F)cc1
  -33.9%, -15.6%, -2.6%, 1.1%, -7.6%, 70.3, 4.4%
> Cc1ccc(C(=O)NCCCNc2ccccc2[N+](=O)[O-])cc1
  -18.6%, -22.8%, -2.3%, 2.7%, -24.2%, 15.4, -0.3%
> CCC(C)(C)NC(=O)C(c1ccc(OC)cc1)N(Cc1ccc(OC)cc1)C(=O)CCC(=O)Nc1cc(C)on1 (stereo not drawn)
  -1.6%, 10.6%, -2.6%, 1.2%, 17.9%, 6.4, -8.0%
> O=C(CSc1cn(CCNC(=O)c2cccs2)c2ccccc12)NCC1CCCO1 (stereo not drawn)
  -2.7%, u, 6.4%, -7.8%, -6.8%, u, -7.0%
> Cc1ccc(C)c(NC(=O)c2cnc3sc(N4CCOCC4)nn3c2=O)c1
  x, x, 2.5%, x, x, 133.8, -6.3%
> COc1ccc(CNCc2ccc3ccccc3c2)c(OC)c1
  7.8%, u, 1.1%, -0.5%, -15.1%, -10.9, -2.2%
> COc1ccc(-n2c(SCC(=O)Nc3ccc(C(=O)O)cc3)nnc2-c2ccccc2)cc1OC
  -13.2%, 12.3%, 2.1%, -1.4%, 8.2%, 4.3, 3.5%
> Cc1cc(C)cc(NC(=O)C2C3C=CC4(O3)C2C(=O)N(CCCN(C)C)C4C(=O)NC2CCCC(C)C2C)c1 (stereo not drawn)
  25.6%, -7.5%, 0.5%, -1.2%, 0.4%, 3.5, -0.6%
> COC(=O)C1=C(c2ccc(Cl)c(C(F)(F)F)c2)C[C@@H]2CC[C@H]1N2C(=O)N1CCCC1
  198.3%[activator], 31.6µM*, -2.8%, x, -4.1%, -27.8, 9.8%
> Cc1ccccc1OCCCC(=O)Nc1ccccc1C(F)(F)F
  2.6%, 3.9%, 2.8%, 3.7%, 3.6%, -25.4, -11.0%
> CCC(CO)Oc1cc(NCc2ccc(C(=O)O)cc2)c2ncn(C(C)C)c2c1 (stereo not drawn)
  -15.3%, 36.0%[activator], 3.1%, x, 30.7%[activator], 0.9, x
> O=C(CN(Cc1ccc(Br)cc1)S(=O)(=O)c1ccccc1)NCc1cccnc1
  71.5%[activator], -11.6%, -11.0%, -3.8%, -15.9%, -29.3, 1.6%

Next section, overlapping the part above by two compounds.
Below each SMILES: AmpC inh no detg, HCV inhibitor, Tb PYK inh, LmPK inhibitor, AMA1 RON2 block, HCMV antiviral, AmpC detergent
> CCC(CO)Oc1cc(NCc2ccc(C(=O)O)cc2)c2ncn(C(C)C)c2c1 (stereo not drawn)
  -15.3%, 36.0%[activator], 3.1%, x, 30.7%[activator], 0.9, x
> O=C(CN(Cc1ccc(Br)cc1)S(=O)(=O)c1ccccc1)NCc1cccnc1
  71.5%[activator], -11.6%, -11.0%, -3.8%, -15.9%, -29.3, 1.6%
> NC(=O)c1ccc(NC(=O)CCCN2C(=O)NC3(CCCC3)C2=O)cc1
  -11.6%, 11.1%, -5.7%, x, -1.7%[11.6 µM], -35.8, 2.1%
> COc1ccc(-c2noc(CN(C(=O)c3c(-c4ccccc4Cl)noc3C)C(C)C)n2)cc1
  28.1%, u, 1.8%, 3.5%, -7.9%, 37.6, -9.0%
> CCOC(=O)c1c(S(=O)(=O)Nc2ccccn2)c(C)n(C)c1C
  -9.1%, 10.2%, 2.3%, -3.8%, -2.9%, -19.7, u
> N#Cc1ccc(S(=O)(=O)N2CCN(C(=O)C3CC(=O)N(c4ccc5c(c4)OCCO5)C3)CC2)cc1 (stereo not drawn)
  77.3%[activator], 9.2%, 5.2%, x, -8.4%, -11.0, -3.3%
> Nc1nnn(CC(=O)N/N=C/C=C/c2ccccc2)n1
  -21.2%, -6.7%, 0.8%, 1.6%, 23.3%, 41.7, 2.5%
> O=C(c1cc(=O)[nH]c2ccccc12)N1CCN(c2cccc(C(F)(F)F)c2)CC1
  66.1%[activator], -8.3%, -9.8%, 5.5%, -1.2%, -7.1, 1.0%
> CC(C)(O)C#Cc1ccc(CNC[C@H]2O[C@@H](n3cnc4c(N)ncnc43)[C@H](O)[C@@H]2O)s1
  -9.5%, 4.5%, 2.6%, x, 6.6%, -5.2, x
> CC1=C(c2ccc(Cl)cc2)S(=O)(=O)NC1=NCCCN1CCN(c2cc(C)ccc2C)CC1
  x, x, -4.2%, x, x, -99.9*, 17.3%
> COc1cccc2sc(N(Cc3cccnc3)C(=O)c3ccco3)nc12
  x, x, 0.8%, x, x, -20.3, -0.8%
> COc1ccc(C2CC(=O)c3cnc(NC(=O)c4cc(OC)cc(OC)c4)nc3C2)cc1 (stereo not drawn)
  19.8%, -25.1%, 7.0%, 0.2%, 5.7%, -6.7, -11.7%
> Cc1cnc(C(=O)OCC(=O)Nc2cccc(C)c2C)cn1
  -24.3%, 19.1%, 3.0%, x, -11.5%, 11.8, x
> CC(C)COC(=O)/C(C#N)=C\c1ccc(-c2ccccc2Cl)o1
  x, x, -1.1%, x, x, 8.4, 17.6%
> COC(=O)C(Cc1c[nH]c2ccccc12)NC(=O)C(C)C (stereo not drawn)
  -20.4%, 19.5%, 0.0%, 2.8%, 7.8%, -4.0, 2.1%
> COc1ccc(CCNC(=O)CCn2c(=O)[nH]c3cc(OC)c(OC)cc3c2=O)cc1OC
  -21.6%, 19.3%&7.4%, 2.3%, -0.1%, 0.0%, -6.8, 7.0%
> COc1ccc(Cl)cc1C(=O)Nn1c(-c2cccs2)nc2ccccc2c1=O
  7.2%, 4.9%, 0.9%, 1.3%, 5.9%, u, 1.1%
> COc1ccc(CCNC(=O)C(CCC(N)=O)NS(=O)(=O)c2ccc(Cl)cc2)cc1OC (stereo not drawn)
  15.2%, 2.5%, 2.1%, 0.9%, 20.7%, x, -1.6%
> O=C(O)c1cccnc1Sc1ncnc2sc3c(c12)CCC3
  -15.5%, -6.0%, 12.0%, -2.6%, -9.7%, u, 1.0%
> Cc1cccc(C(=O)Oc2cccc3c(O)cccc23)c1
  -47.9%, 2.0%, -18.0%, -12.8%, -13.4%, -28.5, u
